Source: PubChem BioAssay (several laboratories)
MrgX1 agonist: agonists of human MrgX1 receptor, primary screen, HEK293 cells, Fluo-4 calcium flux | Mas-related G-protein coupled receptor member X1 (Homo sapiens), Q96LB2 | Fluo-4 calcium fluorescence, agonist mode; hits give high values | B-score at 10 µM | actives 0.44% (n = 310,000) | AID 588627, 2011;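 active = calcium response B-score plate-corrected fluorescence ratio at least 3 library SD, with starting fluorescence B-score inside 5 SD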
Target sequence (Q96LB2 whole entry, looked up): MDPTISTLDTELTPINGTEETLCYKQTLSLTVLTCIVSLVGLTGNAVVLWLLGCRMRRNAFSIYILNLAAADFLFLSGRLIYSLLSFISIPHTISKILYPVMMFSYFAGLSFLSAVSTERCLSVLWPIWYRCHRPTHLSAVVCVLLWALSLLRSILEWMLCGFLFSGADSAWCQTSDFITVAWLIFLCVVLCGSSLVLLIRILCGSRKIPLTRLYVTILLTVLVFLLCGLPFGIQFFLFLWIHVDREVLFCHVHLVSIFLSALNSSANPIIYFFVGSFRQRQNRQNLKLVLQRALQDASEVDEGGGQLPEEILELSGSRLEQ
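Material: MrgX1-expressing HEK293 cells; input: 15,000 cells per well; doses: test compound given as first of three sequential additions; schedule: overnight plating before 1 h dye loading; technique: Fluo-4 NW calcium-flux fluorescence, kinetic read; evaluation: baseline-normalised fluorescence change ratio, B-scored; control set: plate-wise positive and negative controls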
TRPC6 activator: mouse TRPC6 channel activators, primary screen, cell-based, HEK293, membrane potential dye; Short transient receptor potential channel 6 (Mus musculus), Q61143; HEK293-TRPC6 membrane potential dye fluorescence; hits give high values; B-score at 10 µM; actives 0.13% (n = 310,000); AID 2550, 2010;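 active = B-score of the integrated fluorescence ratio above library mean plus 3 SD, and starting fluorescence ratio within library mean plus 5 SD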;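 note: higher score means more depolarization so channel activation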
AI-2 QS mod: Vibrio harveyi AI-2 quorum sensing modulators, primary screen, JMH597 strain, luminescence/OD600 ratio | Vibrio harveyi JMH597 AI-2 luminescence/OD600 ratio, 9 h; hits give low values; strain lacks LuxN and CqsS sensors; 0 = neutral-control median | actives 0.4% (n = 300,000) | activity change, % at 7.5 µM | AID 2094, 2009; in the data active = activity change below about -75%, passing the limit was not always enough;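 note: luminescence divided by OD600 gain over 9 h not by final OD600 alone; inactives centre near 13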
MrgX1 PAM: positive allosteric modulators of MrgX1, primary screen, HEK293 cells, Fluo-4 calcium flux; AID 588675, 2011; FDSS; hits give high values; B-score at 10 µM; Mas-related G-protein coupled receptor member X1 (Homo sapiens), Q96LB2; actives 0.63% (n = 310,000);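 active = plate-corrected calcium response at least 3 library SD above typical, normal starting fluorescence, not activating the receptor alone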;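 note: compound read alongside a low EC10 to EC30 dose of BAM8-22 agonist; peak minus trough fluorescence over baseline measured at the second addition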
TRPC4 potent: positive allosteric modulators of TRPC4, primary screen, cell-based, mouse TRPC4beta, HEK293 mu-opioid, Fluo-4 calcium. AID 2227, 2009. actives 0.42% (n = 310,000). B-score at 10 µM. Short transient receptor potential channel 4 (Mus musculus), Q9QUQ5. DAMGO EC20, Fluo-4 Ca2+ flux; hits give high values;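 active = B-score of calcium response area above 5 SD of library B-scores, with initial fluorescence ratio within 5 SD of library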;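 note: B-score of integrated fluorescence ratio over time as area under calcium response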
HIF act: HIF pathway transcriptional activators, primary screen, cell-based, U2OS HRE-luciferase, luminescence | U2OS HRE-luciferase reporter; normalized: DMSO 0%, desferrioxamine 100% | AID 1910, 2009 | activation, % at 7.5 µM (by protocol) | actives 0.32% (n = 300,000);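 active = mean activation of at least 10% of the iron chelator positive control signal, with at least half of replicates also reaching 10%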
MrgX1 antagonist: antagonists of human MrgX1 receptor, primary screen, HEK293 cells, Fluo-4 calcium flux; Mas-related G-protein coupled receptor member X1 (Homo sapiens), Q96LB2; BAM8-22 antagonism; hits give low values; B-score at 10 µM; actives 1.3% (n = 310,000); AID 588676, 2011;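 active = calcium-response B-score plate-corrected more than 3 library SD below zero, starting fluorescence within 5 deviations, no agonist response on first addition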;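 note: peak minus trough fluorescence over baseline after final BAM8-22 challenge near maximal dose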
TRPC4 block: inhibitors of mouse TRPC4 channel, primary screen, Fluo4 calcium, HEK293 TRPC4beta/mu-opioid cells | Short transient receptor potential channel 4 (Mus musculus), Q9QUQ5 | DAMGO-evoked Fluo4 calcium flux; hits give low values | B-score at 10 µM | actives 0.39% (n = 300,000) | AID 2247, 2010;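 active = B-score over 3 SD under the library average, no early fluorescence shift, positive overall ratio signal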
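Assay system – HEK293 line stably carrying TRPC4beta and mu-opioid receptor · Doses – single dose · Detection – Fluo4 calcium-dye fluorescence, kinetic read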
TRPC6 inh: mouse TRPC6 channel inhibitors, primary screen, cell-based, HEK293, membrane potential dye; Short transient receptor potential channel 6 (Mus musculus), Q61143; ACh-evoked depolarization; hits give low values; B-score at 10 µM; actives 1.1% (n = 310,000);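 active = B-score under library mean minus 3 SD, initial fluorescence not abnormally high, positive integrated signal ratio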;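 note: B-score derived from integrated fluorescence ratio over the kinetic read; more negative B-score means stronger inhibition of depolarization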
PolyA inhibitor: polyadenylation inhibitors in yeast reporter cells, primary screen, luminescence, S. cerevisiae | S. cerevisiae SKY197-pL101 polyadenylation reporter, beta-gal luminescence; efflux-impaired pdr1/pdr3 knockout yeast; score 100 = 6 SD above DMSO | calls only at 12 µM | actives 0.02% (n = 300,000) | AID 1875, 2009;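 active = lowest replicate activity score at least 50, where 100 means six control SD above control mean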;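 note: yeast exposed to compound for 9 h at 30 °C; higher score means more reporter readthrough which indicates perturbed polyadenylation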
TRPC4 act: activators of mouse TRPC4 channel, primary screen, Fluo4 calcium, HEK293 TRPC4beta/mu-opioid cells | Short transient receptor potential channel 4 (Mus musculus), Q9QUQ5 | AID 2237, 2010 | Fluo4 calcium fluorescence; hits give high values | B-score at 10 µM | actives 0.49% (n = 310,000);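 active = B-score above 5 SD of library B-scores, and initial fluorescence ratio not above library mean plus 5 SD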;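 note: positive B-score marks a calcium rise read as TRPC4 activation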
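Material: HEK293 stable line with TRPC4beta plus mu-opioid receptor; technique: Fluo4 calcium-sensitive dye fluorescence, kinetic, 1 Hz baseline; timing: Fluo4 dye loading 45 min at room temperature, 110 s recording; controls: assay buffer as low control, maximal DAMGO as high control; read-out: integrated baseline-normalised fluorescence ratio, converted to per-well B score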
* marks the source's active call; other numbers are inactive results; i = inactive; nt = not tested or not shown.

SMILES | MrgX1 agonist | TRPC6 activator | AI-2 QS mod | MrgX1 PAM | TRPC4 potent | HIF act | MrgX1 antagonist | TRPC4 block | TRPC6 inh | PolyA inhibitor | TRPC4 act
CN(Cc1ccc(F)cc1)C(=O)COc1ccc2ccccc2c1 | i | i | 51.1 | i | i | -0.2 | i | i | i | i | i
COc1ccc(NC(=O)Nc2ccccc2F)c(C)c1 | i | i | 9.6 | i | i | 0.8 | i | i | i | i | i
O=C(c1cc(COc2ccc(F)cc2Cl)on1)N1CCC(OCc2cccnc2)CC1 | i | i | -3.5 | i | i | -0.8 | i | i | i | i | i
Cc1ccc(C)c(NC(=O)CCn2cnnn2)c1 | i | i | 11.3 | i | i | 0.0 | i | i | i | i | i
COC(=O)c1ccccc1NC(=O)C1CCCN(S(=O)(=O)c2ccc(OC)cc2)C1 (configuration not stated) | i | i | 35.7 | i | i | -0.4 | i | i | i | i | i
CC1(C)Cc2c(cnn2-c2ccc(F)cc2)C(NC(=O)CCN2CCCC2=O)C1 (configuration not stated) | i | i | 4.3 | i | i | 2.2 | i | i | i | i | i
O=C1NC(NS(=O)(=O)c2ccc(Cl)cc2)(C(F)(F)F)C(=O)N1c1ccccc1 (configuration not stated) | i | i | -1.3 | i | i | 0.0 | i | i | i | i | i
O=C(COc1ccccc1)NC(NC(=S)Nc1ccccc1O)C(Cl)(Cl)Cl (configuration not stated) | i | i | -9.1 | i | i | -0.4 | i | i | i | i | i
CC(=O)Nc1ccc(NC(=O)c2c([N+](=O)[O-])c(C(C)(C)C)nn2C)cc1 | i | i | 12.6 | i | i | 0.0 | i | i | i | i | i
COCCNC(=O)Cn1cnc2c(cnn2-c2ccc(C)cc2)c1=O | i | i | nt | i | i | 0.4 | i | i | i | i | i
COc1cc(OC)c(OC)cc1CN1CCN(Cc2cccn2C)CC1 | i | i | -3.8 | i | i | -0.7 | i | i | i | i | i
O=C(COC(=O)CCc1c[nH]c(=O)[nH]1)Nc1ccccc1 | i | i | 27.1 | i | i | -0.7 | i | i | i | i | i
O=C(O)c1ccc(S(=O)(=O)c2ccc(Sc3ccc(C(=O)O)c(C(=O)O)c3)cc2)cc1 | i | i | 9.7 | i | i | -0.2 | i | i | i | i | i
CN(C(=O)Cc1ccccc1)n1cnnc1 | i | i | 11.3 | i | i | 0.1 | i | i | i | i | i
Cc1nc(CCNC(=O)C2CCC(=O)N(Cc3cccc(F)c3)C2)sc1C (configuration not stated) | i | i | 15.6 | i | i | 0.1 | i | i | i | i | i
CCc1ccc(NC(=O)[C@H](Cc2ccccc2)NC(=O)C2CCN(C(=O)[C@@H](N)CC(C)C)CC2)cc1 | i | i | 14.0 | i | i | -0.2 | i | i | i | i | i
Cc1ccc(NC(=O)NCCCl)cc1S(=O)(=O)N1CCOCC1 | i | i | 14.8 | i | i | -0.4 | i | i | i | i | i
CCOc1ccc(NC(=O)Cn2cncc2-c2ccc([N+](=O)[O-])cc2)cc1 | i | i | 1.2 | i | i | -0.5 | i | i | i | i | i
CC1NC(=O)NC1CCCCCC(=O)Nc1ccc(F)c(Cl)c1 (configuration not stated) | i | i | 17.8 | i | i | 0.2 | i | i | i | i | i
Fc1ccc2c(c1)C(c1ccc(N3CCOCC3)cc1)=NNC(c1cccs1)=N2 | i | i | 13.5 | i | i | 0.5 | i | i | i | i | i
CCNC(=S)N1CCN(CCN=CC2=C(O)CC(c3ccco3)CC2=O)CC1 (configuration not stated) | i | i | -0.3 | i | i | -0.2 | i | i | i | i | i
C/C(=N\Nc1nc(N2CCCCC2)nc(N2CCOCC2)n1)c1cccs1 | i | i | 20.0 | i | i | -0.1 | i | i | i | i | i
CCOC(=O)c1ccc(NC(=O)c2ccc(NS(C)(=O)=O)cc2)cc1 | i | i | 37.8 | i | i | 0.4 | i | i | i | i | i
CCCC(CCC)c1nc2ccncc2[nH]1 | i | i | 12.0 | i | i | -0.4 | i | i | i | i | i
Cn1c(SCc2nc(-c3ccc(Cl)cc3)no2)nnc1-c1ccccc1 | i | i | 18.9 | i | i | 0.3 | i | i | i | i | i
NC(=O)N/N=C/c1ccc(-n2nncc2-c2ccc(Cl)cc2)cc1 | i | i | 48.1 | i | i | 0.2 | i | i | i | i | i
N/C(CN1CCCC1=O)=N\OC(=O)c1ccc(Cl)cc1 | i | i | 20.1 | i | i | 1.3 | i | i | i | i | i
CCCCOc1ccc(C(=O)NCC(=O)OCC(=O)N2CCN(S(=O)(=O)c3ccc(C)cc3C)CC2)cc1 | i | i | 20.6 | i | i | 0.3 | i | i | i | i | i
Oc1ccccc1-c1cc(C(F)(F)C(F)F)nc(-c2ccccc2)n1 | i | i | 12.1 | i | i | nt | i | i | i | i | i
CCCCn1c(N)nc2ccccc21 | i | i | 17.2 | i | i | -0.1 | i | i | i | i | i
O=C(O)CCCn1c(=O)c2cccn2c2ccc(F)cc21 | i | i | 13.7 | i | i | 0.8 | i | i | i | i | i
CC(C)(O)C#Cc1ccc(CN2CCCC(CO)(Cc3cccc(Cl)c3)C2)cc1 (configuration not stated) | i | i | 20.8 | i | i | -0.5 | i | i | i | i | i
CC(C(=O)Nc1ncccn1)(c1ccccc1)c1ccccc1 | i | i | 21.4 | i | i | 0.0 | i | i | i | i | i
Cc1cc(NC(=O)CSc2nc(-c3ccccc3)cs2)no1 | i | i | 15.1 | i | i | -0.2 | i | i | i | i | i
COc1ccccc1C(=O)N/N=C/C(C)=C/c1ccccc1 | i | i | 22.6 | i | i | -0.2 | i | i | i | i | i
N#CNC(=Nc1ccc(F)cc1)SCc1ccccc1 | i | i | 11.6 | i | i | 0.0 | i | i | i | i | i
O=C1CCCN1CCCNc1nc2c(S(=O)(=O)c3ccc(Br)cc3)nnn2c2ccccc12 | i | i | 27.4 | i | i | nt | i | i | i | i | i
Cc1ccc2nc(-c3ccc(NC(=O)COC(=O)c4ccco4)cc3)sc2c1 | i | i | 10.1 | i | i | -1.5 | i | i | i | i | i
CCCN1C(=O)COc2ccc(-c3n[nH]c(=O)c4ccccc34)cc21 | i | i | 17.0 | i | i | -0.3 | i | i | i | i | i
CCCCc1nc(N)c(C#N)c(-c2ccco2)c1CCC | i | i | 7.7 | i | i | 0.1 | i | i | i | i | i
CCOc1ccc(N/C(=C(/C(Cl)=C(Cl)Cl)[N+](=O)[O-])n2cncn2)cc1 | i | i | 24.5 | i | i | 0.0 | i | i | i | i | i
C=CCN1C(=O)C2(C(C(=O)c3ccc(C)o3)=C(O)C(=O)N2CCCN2CCOCC2)c2ccccc21 (configuration not stated) | i | i | 2.9 | i | i | -0.1 | i | i | i | i | i
COc1cccc(OCC(=O)NNC(=O)c2cccs2)c1 | i | i | -0.6 | i | i | -0.2 | i | i | i | i | i
Nc1nonc1-n1nnc(C(=O)N/N=C/c2cccc(Cl)c2)c1-c1cccs1 | i | i | 22.9 | i | i | -0.3 | i | i | i | i | i
C=CCn1c(/N=C/c2ccc(N(C)C)cc2)nc2ccccc21 | i | 21.8* | 11.6 | i | 10* | nt | i | i | -6.61* | i | 86*
O=C(/C=C/c1ccc(S(=O)(=O)N2CCOCC2)cc1)NCc1ccc(Cl)cc1 | i | i | 13.3 | i | i | -0.6 | i | i | i | i | i
O=c1ccc(S(=O)(=O)N2CCC(Cc3ccccc3)CC2)c[nH]1 | i | i | 23.8 | i | i | -0.1 | i | i | i | i | i
CC(NC(=O)c1ccc(Br)cc1)C(=O)NC1=NCCS1 (configuration not stated) | i | i | 13.4 | i | i | -0.1 | i | i | i | i | i
O=C(CCNC(=O)c1ccc(Br)cc1)Nc1cccc(S(=O)(=O)N2CCCCC2)c1 | i | i | 16.8 | i | i | -0.9 | i | i | i | i | i
COc1ccc(C2CC(=O)C(C=NCCO)=C(O)C2)cc1OC (configuration not stated) | i | i | -0.1 | i | i | 0.1 | i | i | i | i | i
CCOCCc1nnc(NC(=O)CSc2ccccc2)s1 | i | i | 31.5 | i | i | 0.5 | i | i | i | i | i
Cc1ccc(Oc2ncccc2C(=O)NC2CCSC2=O)cc1 (configuration not stated) | i | i | 22.1 | i | i | 0.0 | i | i | i | i | i
C#CCN(C(=O)c1cc(COc2ccc(C)c(C)c2)on1)C1CCCCC1 | i | i | 30.6 | i | i | -0.3 | i | i | i | i | i
COc1ccc(CCN(C)C(=O)CSc2nnnn2C)cc1OC | i | i | 7.0 | i | i | -0.3 | i | i | i | i | i
COc1ccc(CNc2nc(NCc3ccc(OC)cc3)n(C(C)=O)n2)cc1 | i | i | 25.1 | i | i | 0.2 | i | i | i | i | i
COc1ccc(/C(O)=C2\C(=O)C(=O)N(Cc3ccco3)C2c2ccc(OC)cc2OC)cc1 (configuration not stated) | i | i | 11.7 | i | i | -0.1 | i | i | i | i | i
O=C(NC(=S)NCC1CCCO1)c1ccco1 (configuration not stated) | i | i | 0.7 | i | i | -0.9 | -25.4* | i | i | i | i

2 entries picked at random from the list so far:
SMILES | MrgX1 agonist | TRPC6 activator | AI-2 QS mod | MrgX1 PAM | TRPC4 potent | HIF act | MrgX1 antagonist | TRPC4 block | TRPC6 inh | PolyA inhibitor | TRPC4 act
CN(Cc1ccc(F)cc1)C(=O)COc1ccc2ccccc2c1 | i | i | 51.1 | i | i | -0.2 | i | i | i | i | i
Cc1nc(CCNC(=O)C2CCC(=O)N(Cc3cccc(F)c3)C2)sc1C (configuration not stated) | i | i | 15.6 | i | i | 0.1 | i | i | i | i | i

This is a subset. The share of hits here may be higher or lower than overall.
